Screening results as filed in PubChem BioAssay.
CF NFkB inh – blocks PAF-induced NF-kB reporter in cystic fibrosis cells; hit rate 0.86% among 360,000; KKLEB NF-kB-GFP reporter, GFP fluorescence overnight; inhibition, % at 5 µM; AID 588850;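 active = at least 50% inhibition at 5 µM, scaled per plate between neutral and stimulator controls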;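 note: PAF is a Pseudomonas aeruginosa culture filtrate used as stimulus; plate controls were PAF-stimulated DMSO wells for no effect and unstimulated DMSO wells for full effect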
C8 TRAIL sens – caspase-8 TRAIL sensitization; NB7+C8 cells + TRAIL, ATPlite viability luminescence; inhibition (viability loss, TRAIL sensitization), % at 10 µM; hit rate 1% among 360,000;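 active = compounds causing at least 50% loss of cell viability in the single-dose screen, relative to plate controls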
NCOA2 inhibitor – human SRC2 (NCOA2) inhibition | inhibition, % at 9 µM | Q15596 | hit rate 0.17% among 370,000 | HEK293 GAL4-SRC2 luciferase reporter, luminescence;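 active = inhibition above the mean inhibition of all tested compounds plus 3 SD, set per campaign, cut at about 52% in these data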;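 note: 0% = DMSO treated cells and 100% = cells given Gossypol at 36 µM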
LRH-1 inv ag – NR5A2 inverse agonism in reporter assay | O00482 | hit rate 0.13% among 360,000 | HEK293T StAR-luciferase reporter, LRH-1 transfected, 24 h | inhibition, % at 3.6 µM;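 active = inhibition above the mean inhibition of all tested compounds plus 3 SD, cut at about 73% in these data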;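 note: 0% = DMSO wells and 100% = reporter-only cells lacking LRH-1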
Target sequence (O00482 whole entry, looked up): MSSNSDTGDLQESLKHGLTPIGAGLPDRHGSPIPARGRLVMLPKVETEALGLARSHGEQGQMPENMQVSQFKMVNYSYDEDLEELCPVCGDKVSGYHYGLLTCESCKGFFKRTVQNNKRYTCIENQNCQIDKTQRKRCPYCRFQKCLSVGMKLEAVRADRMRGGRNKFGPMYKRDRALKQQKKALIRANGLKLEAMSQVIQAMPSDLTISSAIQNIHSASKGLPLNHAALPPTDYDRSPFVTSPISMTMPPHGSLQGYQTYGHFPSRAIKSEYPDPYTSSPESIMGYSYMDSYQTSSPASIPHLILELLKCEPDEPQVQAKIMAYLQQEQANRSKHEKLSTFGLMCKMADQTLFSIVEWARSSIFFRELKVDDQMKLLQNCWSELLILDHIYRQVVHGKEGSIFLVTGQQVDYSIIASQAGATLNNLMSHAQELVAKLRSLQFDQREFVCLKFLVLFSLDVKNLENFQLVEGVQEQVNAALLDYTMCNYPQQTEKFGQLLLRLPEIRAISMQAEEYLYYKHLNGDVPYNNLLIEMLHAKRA
EBV LMP1 NFkB – Epstein-Barr LMP1 NF-kappaB reporter inhibition. LMP1-induced NF-kappaB luciferase reporter cells, luminescence. inhibition, % at 12.5 µM. hit rate 0.69% among 350,000. AID 504558; in the data active = inhibition above about 41%;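 note: 0% = neutral control wells and 100% = reference inhibitor control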
NR2F2 inh – NR2F2 (human) inhibition, primary screen; P24468; HEK293T NGFI-A luciferase reporter, luminescence; inhibition, % at 8.6 µM; hit rate 0.7% among 370,000;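 active = inhibition above a per-plate cutoff, mean inhibition of test wells between control levels plus 3 SD, cut at about 38% in these data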;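 note: cells cotransfected with COUP-TFII expression vector driving the NGFI-A reporter; 0% = median of COUP-TF2 test wells and 100% = reporter-only cells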
Target sequence (P24468 whole entry, looked up): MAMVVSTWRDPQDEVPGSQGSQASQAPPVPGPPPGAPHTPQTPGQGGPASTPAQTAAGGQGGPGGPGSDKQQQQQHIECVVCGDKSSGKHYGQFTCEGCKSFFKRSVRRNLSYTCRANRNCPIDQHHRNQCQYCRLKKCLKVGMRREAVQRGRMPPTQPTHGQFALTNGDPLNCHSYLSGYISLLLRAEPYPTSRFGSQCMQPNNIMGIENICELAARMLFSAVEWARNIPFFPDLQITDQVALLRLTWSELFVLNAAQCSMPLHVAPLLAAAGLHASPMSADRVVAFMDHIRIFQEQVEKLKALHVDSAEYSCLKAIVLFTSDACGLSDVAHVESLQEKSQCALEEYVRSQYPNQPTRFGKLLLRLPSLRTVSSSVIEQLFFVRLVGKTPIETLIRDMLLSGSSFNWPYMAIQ
KKLEB tox – counter-screen for CF NF-kB inhibitors: cytotoxicity. KKLEB CF airway cells viability, ATPlite luminescence, overnight; active compounds read low; cells stimulated with P. aeruginosa culture filtrate. activity change (cytotoxicity), % at 5 µM. hit rate 0.36% among 360,000. AID 602141;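 active = corrected activity change at or below -50% at 5 µM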
TROY signal inh – TROY signaling inhibition; Q293 LMP1-TROYcd NF-kB luciferase reporter, 4 h; AID 1347056; inhibition, % at 10 µM; hit rate 0.98% among 360,000;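 active = compounds whose plate-normalised and pattern-corrected inhibition of the luciferase reporter signal at the single screening dose is 50% or more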
SRC1 inh – inhibits human SRC1 coactivator; inhibition, % at 3.6 µM; HEK293 GAL4-SRC1 luciferase reporter, luminescence; hit rate 0.12% among 360,000; AID 588354;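 active = inhibition above the campaign mean plus 3 SD, with each screening campaign given its own cutoff, cut at about 60% in these data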;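 note: 0% = DMSO treated cells and 100% = gossypol at 36 µM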
SRC3 inh – human NCOA3 inhibition | HEK293 GAL4-SRC3 luciferase reporter, luminescence | Q9Y6Q9 | inhibition, % at 3.6 µM | AID 588352 | hit rate 0.17% among 360,000;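 active = inhibition above a per-campaign cutoff, the mean of all compounds plus 3 SD, cut at about 60% in these data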;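 note: 0% = DMSO-treated cells and 100% = gossypol-treated cells at 36 µM; higher means less SRC3-driven luciferase light from the GAL4 reporter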
TWEAK Fn14 block – inhibitors of TWEAK-Fn14 interaction signaling; TWEAK-stimulated Fn14 reporter cells, luciferase luminescence, 8 h; inhibition, % at 10 µM; hit rate 2% among 360,000; in the data active = inhibition above about 50%
Starred values were filed as active, the others as inactive; nt = no result given. Compounds were not picked by outcome. Share with any hit: about 4.2%.

SMILES | CF NFkB inh | C8 TRAIL sens | NCOA2 inhibitor | LRH-1 inv ag | EBV LMP1 NFkB | NR2F2 inh | KKLEB tox | TROY signal inh | SRC1 inh | SRC3 inh | TWEAK Fn14 block
O=C(c1cc(-c2ccc(O)cc2)on1)N1CCCCCC1 | -14 | 10 | -23 | -100 | -45 | -67 | 5 | -51 | -83 | -119 | -6
Cn1c2cc(C#N)sc2c2cnn(Cc3ccc(F)cc3)c(=O)c21 | -17 | -5 | 6 | -15 | -6 | 2 | 4 | 20 | -15 | -2 | 19
COc1ccc(C(=O)c2ccc(Br)cc2)cc1 | -6 | 5 | -12 | -38 | -21 | 0 | 14 | -41 | -23 | -31 | -33
CN1C(=O)/C(=C/c2ccccc2OCc2ccc(F)cc2)N(C)C1=S | 9 | 4 | -8 | 7 | 2 | 8 | 1 | 7 | 7 | 6 | -14
COc1ccc(OCc2cc(C(=O)N3CCN(C4CCCC4)CC3)no2)c(Cl)c1 | -15 | 3 | -58 | -83 | -22 | -20 | 5 | -56 | -86 | -72 | -30
Cc1ccc(SCC(=O)NCC2COc3ccccc3O2)cc1 (configuration not stated) | 7 | 1 | -2 | -9 | 1 | 8 | 5 | -9 | -12 | -6 | 0
Cc1ccc(NC(=O)C2CCCN(S(=O)(=O)c3c(C)noc3C)C2)cc1F (configuration not stated) | 13 | 5 | 16 | 16 | 2 | 4 | -6 | 5 | -2 | 19 | 12
O=S(=O)(/N=C(/Nc1cccnc1Cl)c1ccccc1)c1ccccc1 | 2 | -10 | -39 | -20 | -1 | 10 | -6 | 0 | -17 | 13 | 1
Cc1cc(C)n(-c2cc(-c3ccccc3)nc(C)n2)n1 | -38 | 8 | 2 | 1 | 4 | -12 | -15 | 3 | -14 | 0 | 14
Cc1ccc(P(=O)(CSC(=N)N)c2ccc(C)cc2)cc1 | 19 | 14 | -2 | -8 | -19 | 11 | 21 | 14 | -8 | -2 | 30
O=C(/C=C/c1cccs1)Nc1sc2c(c1C(=O)O)CCCC2 | -9 | -10 | -75 | 25 | 3 | -8 | 11 | -30 | 16 | 1 | 22
O=C(CSc1nnc(CCc2nc3ccccc3[nH]2)n1-c1ccccc1)NCc1ccccc1 | 3 | 5 | 3 | -17 | -1 | 3 | 2 | 4 | -11 | -6 | -5
CCCCn1c(N)c(N(CCOC)C(=O)CSCc2ccc(Cl)c(Cl)c2)c(=O)[nH]c1=O | 9 | 7 | 11 | -9 | -2 | -4 | 2 | 5 | -9 | -8 | 5
COc1ccc(Cl)cc1NC(=O)CNc1ccccc1N1CCOCC1 | -9 | 2 | -8 | 15 | 4 | 3 | 11 | 1 | -4 | 3 | -1
COc1cc(C(=O)NC(C)Cc2ccccn2)ccc1OC1CCN(C(C)=O)CC1 (configuration not stated) | 6 | -9 | -11 | -11 | -14 | 0 | 0 | -10 | -19 | -15 | 18
Cc1occc1C(=O)NCCc1cccc(Cl)c1 | 14 | -9 | -57 | -68 | -27 | -24 | -1 | -74 | -83 | -28 | -21
CCOC(=O)C1(C)CCCCCN1C(=O)c1ccc(OC)cc1 (configuration not stated) | 1 | 0 | -39 | -2 | nt | -4 | 9 | 3 | 2 | 1 | 0
Oc1ccc(Nc2ncnc3c2oc2ccccc23)cc1 | -8 | 9 | -35 | -18 | -9 | -44 | -2 | -28 | -26 | -52 | 24
CCCOc1ccc(S(=O)(=O)NNC(=O)c2cc3ccccc3o2)cc1 | 4 | -9 | -10 | 0 | 4 | -17 | -6 | 24 | -5 | 9 | 32
Cc1nn(C)c(C)c1CN(Cc1nc(CCC(C)C)no1)C(C)C | -8 | 41 | 19 | 48 | 14 | 66* | 0 | 16 | 19 | 19 | 29
O=C(c1cc(COc2ccc(F)cc2Cl)on1)N1CCSCC1 | 3 | -4 | -102 | -81 | -34 | -51 | 19 | -81 | -63 | -63 | -32
Cc1ccc(NC2CCCN(C(=O)CCCN3CCCCC3=O)C2)cc1C (configuration not stated) | -4 | 2 | 2 | 7 | -6 | 7 | 13 | -21 | -9 | -25 | -5
O=C(c1ccccc1)c1c(O)cc(-c2ccccc2)oc1=O | -13 | 7 | 1 | -1 | -4 | -12 | -4 | 7 | -4 | 2 | -14
c1ccc2[nH]c(CN3CCCCC3)nc2c1 | 21 | 15 | 1 | -10 | -6 | -10 | 3 | -3 | -1 | -7 | 8
C[C@@H]1CN([C@@H](C)CO)C(=O)c2cc(N(C)C)ccc2O[C@@H]1CN(C)S(C)(=O)=O | 3 | 22 | -12 | 3 | 0 | 4 | 6 | 8 | -5 | 19 | -7
CC(C)CCNC(=O)c1onc(CSc2ccncc2)c1C(=O)NCCC(C)C | 14 | 1 | -10 | -8 | 3 | -4 | -19 | -4 | 12 | 0 | -12
COc1ccc(C2(c3ccc(OC)cc3)NC(=O)N(CC(=O)NC3CCCC3)C2=O)cc1 | 3 | -12 | -19 | 4 | -11 | -1 | 7 | -10 | -20 | -21 | 10
Cc1cncc(NCc2ccc3c(c2)OCO3)n1 | 2 | -2 | -14 | -28 | nt | -6 | 6 | -20 | -8 | -17 | 19
Fc1cccc(Nc2ncnc3c2cnn3-c2ccccc2)c1 | -8 | 25 | -33 | -40 | -56 | -13 | 3 | -1 | -47 | -71 | 18
Cc1ccc(CN2CCN(Cc3cnn(-c4ccc(F)cc4)c3)CC2CCO)o1 (configuration not stated) | 5 | -5 | 6 | 8 | -2 | 8 | -7 | -1 | -14 | -18 | 13
O=C(O)c1cccc(OS(=O)(=O)c2cc(Br)ccc2Br)c1 | 13 | -2 | -37 | 7 | 4 | -7 | 0 | -28 | -30 | 0 | -8
COc1cccc(C(=O)NCC(=O)N/N=C/c2cn[nH]c2-c2ccccc2)c1 | -18 | -7 | 5 | 16 | 1 | 7 | 1 | 8 | -14 | 5 | 12
CCOc1ccc2nc(NCCNC(=O)Nc3ccccc3)c(C#N)cc2c1 | -16 | -12 | 4 | 9 | -13 | -12 | -18 | -21 | -18 | -5 | -16
Cc1ccc(OCC(=O)NNC(=O)c2cccnc2)cc1 | -3 | -18 | -29 | 6 | -1 | -12 | 5 | -15 | 9 | -15 | -3
COc1ccc(C2CC(c3ccc(Br)cc3)=NN2C(=O)CSC2=NCCS2)cc1 (configuration not stated) | -4 | -2 | 28 | -24 | 8 | -1 | 6 | -2 | 27 | 4 | 16
C=CCOC(=O)C1=C(C)NC(=S)NC1/C=C/c1ccccc1 (configuration not stated) | 5 | -7 | 6 | -18 | 8 | 1 | -7 | 17 | 14 | 13 | -4
COc1ccc(-c2coc3cc(O)ccc3c2=O)cc1O | 0 | 16 | -63 | -144 | -15 | -54 | -2 | -64 | -123 | -100 | 8
COc1ccc(CCNC(=O)C2CCCN2C(=O)Nc2ccc(F)cc2)cc1OC (configuration not stated) | -6 | -16 | -7 | 4 | -6 | 15 | 10 | 14 | -3 | -6 | 7
CC1CN(S(=O)(=O)c2cccc(C(=O)NNC(=O)C(C)Oc3ccccc3F)c2)CC(C)O1 (configuration not stated) | -2 | 4 | -24 | 2 | 5 | 18 | 7 | 10 | 6 | 2 | -3
O=C(N=C1SC2CS(=O)(=O)CC2N1c1ccccc1)c1cccc([N+](=O)[O-])c1 (configuration not stated) | 5 | -17 | -33 | 18 | -1 | -8 | 20 | 7 | -5 | 12 | 9
Cc1ccc(C2=NN(C(=O)CCC(=O)O)C(c3cccc([N+](=O)[O-])c3)C2)cc1 (configuration not stated) | -1 | -4 | 0 | 10 | -4 | -32 | -2 | -17 | -8 | -50 | 6
Cc1noc(C)c1-c1ccc(C(=O)NCC(C)C)c2occc12 | -54 | 5 | -38 | -3 | nt | -46 | -6 | -38 | -2 | -20 | 1
Cc1cc(=O)[nH]c2cc(Cl)ccc12 | -4 | 7 | -35 | -6 | -2 | 1 | -3 | -2 | -1 | 18 | -4
O=C(CSc1nc(C2CC2)nc2ccccc12)Nc1ccccc1Cl | 60* | 32 | -14 | 18 | 8 | -5 | -36 | 13 | -11 | 5 | 2
CC(C)Oc1cccc(NC(=O)C2(C)CCCN2C(=O)C(C)C)c1 (configuration not stated) | 13 | -11 | 17 | 15 | nt | 2 | 5 | -1 | -12 | 1 | 6
O=C(COC(=O)C1CCN(S(=O)(=O)c2ccc3c(c2)OCCO3)CC1)NC1CCCCC1 | 3 | 5 | -43 | 4 | -9 | -1 | -4 | -15 | -11 | -15 | -16
COc1ccc(C)cc1NC(=O)CN1C(=O)COc2ccc(C)cc21 | 13 | -14 | -10 | 7 | 9 | 17 | -19 | -13 | 15 | 9 | -7
O=C(Nc1ccccc1C(=O)O)c1cc(S(=O)(=O)Nc2cccc(F)c2)ccc1Cl | 3 | 4 | 7 | 5 | -6 | -4 | -3 | 37 | -39 | -13 | 14
CCOCCC(=O)Nc1cc(Cl)ccc1OC | -6 | 4 | 11 | 6 | 1 | -1 | -10 | 7 | -1 | 3 | 13
O=C(NCCN1CCOCC1)c1cc2sccc2n1Cc1ccc(Cl)cc1 | -3 | 22 | 24 | 4 | -3 | 7 | 1 | 1 | 2 | 9 | -5
Cc1cccc(Cn2cnc3c(nnn3Cc3ccc(F)cc3)c2=O)c1 | 3 | -9 | -7 | 2 | -3 | 2 | -1 | -12 | -23 | 9 | -19
CCc1ccc(NC(=O)Cn2ncn3c(cc4ccccc43)c2=O)cc1 | 14 | -8 | 0 | -3 | -4 | 12 | -1 | -19 | -4 | 0 | -10
CC1(c2nnc(-c3ccccc3)o2)CC(c2ccc([N+](=O)[O-])cc2)=NO1 (configuration not stated) | 6 | 10 | 9 | 7 | -3 | -5 | -13 | 16 | -22 | -12 | -16
O=C(Nc1ccccc1F)c1coc(=O)c(Br)c1 | -6 | 3 | -9 | -11 | -10 | -6 | 9 | -18 | -28 | 11 | -2
CS(=O)(=O)N1CCCC(C(=O)Nc2ccccc2Cl)C1 (configuration not stated) | -12 | -4 | -1 | -7 | -2 | 30 | 1 | 3 | -7 | -32 | -5
COC(=O)c1cc(C(=O)OC)[nH]n1 | -12 | 3 | 8 | -7 | -1 | -2 | 17 | 1 | -17 | 15 | 22
O=C(NCc1cccnc1)Nc1ccc(F)cc1F | 2 | 10 | -25 | -5 | -3 | 4 | 5 | -18 | 0 | -11 | -16
COCCNc1nc(NCC2CCCCC2)c2sc(-c3ccccc3)cc2n1 | 28 | 28 | -22 | 6 | nt | 15 | -13 | 1 | 9 | -9 | 12
CC1(C)CCc2c([nH]c3ccccc3c2=O)O1 | -10 | 26 | -3 | -30 | -6 | -1 | -3 | -15 | -1 | 4 | 4

Entries listed above printed as active in CF NFkB inh:
| SMILES | CF NFkB inh | NCOA2 inhibitor | LRH-1 inv ag | EBV LMP1 NFkB | NR2F2 inh | SRC1 inh | SRC3 inh | TWEAK Fn14 block |
| --- | --- | --- | --- | --- | --- | --- | --- | --- |
| O=C(CSc1nc(C2CC2)nc2ccccc12)Nc1ccccc1Cl | 60* | -14 | 18 | 8 | -5 | -11 | 5 | 2 |
